Screens (PubChem)
sPLA2-III inh: human group III sPLA2 inhibitors, primary screen, biochemical, QFRET, BODIPY PC-A2 liposome substrate; actives 0.56% (n = 370,000); inhibition, % at 12.2 µM; AID 743126, 2013; Group 3 secretory phospholipase A2 (Homo sapiens), Q9NZ20; QFRET BODIPY PC-A2 liposome hydrolysis, fluorescence;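 active = inhibition above mean plus 3 SD of compounds lying within the high and low control bounds, cut at about 19% in these data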;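 note: 0% = median of test compound wells and 100% = no enzyme DMSO wells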
hcDAF12 agonist: H. contortus DAF-12 nuclear receptor activators, primary screen, cell-based, luminescence, HEK293, lit1-tk-luc reporter. activation, % at 6.8 µM. AID 652067, 2013. actives 1.4% (n = 370,000). HEK293 hcDAF-12 lit1-tk-luc reporter; 0% DMSO, 100% Δ7-dafachronic acid;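 active = activation above the mean of all tested compounds plus 3 SD, cut at about 5.5% in these data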;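 note: 100% = response to 3 µM Δ7-dafachronic acid high control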
ssDAF12 agonist: S. stercoralis DAF-12 nuclear receptor activators, primary screen, cell-based, luminescence, HEK293, GRIP1 co-expression, lit1-tk-luc. Nuclear hormone receptor DAF-12 (Strongyloides stercoralis). actives 1% (n = 370,000). activation, % at 6.8 µM. HEK293 ssDAF-12/GRIP1 lit1-tk-luc reporter; % of 3 µM dafachronic acid response;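 active = activation above the mean over all tested compounds plus 3 SD, cut at about 0.9% in these data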;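 note: 0% = DMSO-only wells and 100% = 3 µM delta7-dafachronic acid wells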
DAX1 inh-1: DAX1 (NR0B1) inhibitors, primary screen, cell-based, HEK293, Gal4-DAX1, luciferase luminescence; inhibition, % at 6.75 µM; Nuclear receptor subfamily 0 group B member 1 (Homo sapiens), P51843; actives 0.99% (n = 340,000); HEK293 Gal4-DAX1 luciferase reporter; AID 504766, 2011;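 active = inhibition above the mean over all tested compounds plus 3 SD, cut at about 4.2% in these data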;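 note: 0% = DAX1-transfected cells with DMSO and 100% = empty-vector control cells with DMSO; inhibition shows as a rise in luminescence from relieved DAX1 repression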
FXN GAA850 act: FXN promoter activators, primary screen, cell-based, luciferase luminescence, HEK293 lucGAA850. HEK293 lucGAA850 FXN promoter luciferase reporter, 24 h; percent of 10 µM SAHA response. activation, % at 6 µM. actives 0.56% (n = 360,000). AID 540364, 2011;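 active = activation above the average of all compounds screened plus 3 SD, cutoff fixed separately per campaign, cut at about 7.5% in these data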;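 note: 0% = DMSO wells and 100% = 10 µM SAHA wells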
ADAM10 inh: human ADAM10 inhibitors, primary screen, biochemical, QFRET, HTS; actives 0.62% (n = 370,000); recombinant ADAM10, EDANS/DABCYL FRET peptide cleavage, 3 h; AID 720582, 2013; inhibition, % at 7 µM;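 active = inhibition above a per-campaign cutoff equal to the mean of compounds falling between control-based bounds plus 3 SD, cut at about 20% in these data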;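 note: 0% = DMSO wells while the 100% control is not disclosed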
PLC-gamma1 inh: PLC-gamma1 enzyme inhibitors, primary screen, biochemical, fluorescence, purified enzyme. 1-phosphatidylinositol 4,5-bisphosphate phosphodiesterase gamma-1 (Homo sapiens), P19174. fluorogenic substrate. inhibition, % at 12.2 µM. actives 0.84% (n = 370,000). AID 720700, 2013; in the data active = inhibition above about 9.5%
ADAM17 inh: ADAM17 inhibitors, primary screen, biochemical, QFRET; Disintegrin and metalloproteinase domain-containing protein 17 (Homo sapiens), P78536; recombinant ADAM17, EDANS/DABCYL FRET peptide cleavage; inhibition, % at 6.95 µM; AID 720648, 2013; actives 0.83% (n = 370,000);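 active = inhibition above the mean of compounds lying between control limits plus 3 SD, set per campaign, cut at about 8.5% in these data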;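 note: 0% = DMSO-only wells as the low control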
PLC-beta3 inh: human PLC-beta3 inhibitors, primary screen, biochemical, fluorescence | inhibition, % at 12.2 µM | Purified PLC-beta3, fluorogenic substrate | AID 720704, 2013 | actives 0.18% (n = 370,000) | 1-phosphatidylinositol 4,5-bisphosphate phosphodiesterase beta-3 (Homo sapiens), Q01970; in the data active = inhibition above about 11%;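 note: 0% = median of compound wells on plate and 100% = full blocker control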
DAX1 inh-2: DAX1 (NR0B1) inhibitors on StAR promoter, primary screen, cell-based, luminescence, SF-1 (NR5A1), full-length DAX-1. actives 1.1% (n = 370,000). AID 652010, 2013. HEK293T StAR-luciferase reporter, SF-1/DAX-1 repression relief. inhibition, % at 6.8 µM;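 active = inhibition above the mean over all tested compounds plus 3 SD, cut at about 3.6% in these data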;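 note: 0% = DAX-1 cells with DMSO and 100% = cells lacking DAX-1 with DMSO; higher inhibition means more luminescence from relief of DAX-1 repression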
hgDAF-12 ag: H. glycines DAF-12 receptor agonists, primary screen, cell-based, luminescence, HEK293, GAL4 fusion, UAS-luciferase. Nuclear hormone receptor DAF-12 (Heterodera glycines), GAL4 fusion. activation, % at 6.8 µM. HEK293 GAL4-hgDAF12 UAS-luciferase reporter, agonist luminescence; normalized to butyrate control. AID 687014, 2013. actives 1.8% (n = 370,000);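 active = activation above a cutoff set at the mean of all screened compounds plus 3 SD, cut at about 10% in these data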;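 note: 0% = DMSO wells and 100% = sodium butyrate wells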
Numbers without * were called inactive; i = inactive; / = not tested or not shown.

Results follow in this order: sPLA2-III inh	hcDAF12 agonist	ssDAF12 agonist	DAX1 inh-1	FXN GAA850 act	ADAM10 inh	PLC-gamma1 inh	ADAM17 inh	PLC-beta3 inh	DAX1 inh-2	hgDAF-12 ag
- Cc1cc(=O)oc2c3c(cc(OCC(=O)NCC(=O)N[C@H](C(=O)O)C(C)C)c12)OC(C)(C)CC3
  1	0.8	-0.6	0.7	1.7	i	i	i	i	0.0	-0.2
- Cc1ccc(C(=O)CC(C(=O)O)c2cn(CCC#N)c3ccccc23)cc1 (centres undefined)
  1	0.1	-1.6	2.0	-0.7	-31	-15	-4	-33	0.0	2.8
- COc1ccc(OCCC(=O)OCC(=O)Nc2cccc(S(=O)(=O)N3CCOCC3)c2)cc1
  -13	0.1	-1.3	0.0	-0.8	5	3	2	1	0.6	0.4
- CCOC(=O)N1CCN(C(=O)c2cn(CCOC)c(=O)c3c2c2ccccc2n3C)CC1
  -2	-1.9	-2.0	-0.4	-0.8	-462	-19	-159	-27	-0.1	0.3
- O=C(O)CC1(CC(=O)N2CCOCC2)CCCC1
  2	0.9	-0.9	0.5	-0.8	-2	1	0	-5	0.0	1.1
- COc1ccccc1N/C=C/c1onc(C)c1[N+](=O)[O-]
  -13	3.8	-0.5	-2.4	-6.7	-2	-1	1	0	2.9	9.4
- CC1(C)CC(=O)C2=C(C1)N(N1CCOCC1)C(N)=C(C#N)C2c1cccnc1 (centres undefined)
  6	-0.7	-1.3	-0.3	0.5	-6	0	-4	-2	0.0	-0.9
- Cc1ccc(N(C)S(=O)(=O)c2nnc(NC(=O)c3ccco3)s2)cc1
  2	0.2	-0.2	1.2	-0.8	6	-5	-6	-12	0.1	-2.0
- Cc1ccc(NC(=O)Cn2ccsc2=N)c([N+](=O)[O-])c1
  1	1.4	-0.9	0.1	-2.7	5	-1	0	1	-1.6	1.0
- O=C(NCCc1ccccc1)C1Cc2c(-c3ccc(Cl)cc3)ccnc2O1 (centres undefined)
  -18	0.2	-1.4	/	-0.9	9	0	2	3	-0.8	2.2
- CC(C)n1cnc2c(N(C)c3ccccc3)nc(N(CCN(C)C)Cc3ccccc3)nc21
  4	0.5	-0.8	1.7	-4.0	-4	-1	-5	-1	-0.7	2.9
- CCOC(=O)N1CCN(C(=S)Nc2ccccc2C)CC1
  3	1.7	-0.7	1.7	-1.9	-5	1	-3	1	0.4	2.7
- COc1cccc(CNC(=O)Cc2ccc(-c3ccccc3)cc2)c1
  -8	-1.8	-1.1	-0.4	-1.1	-13	-25	-2	-39	-0.2	-0.1
- CC(C)N=C1NN=C(c2cccs2)CS1
  4	8.6*	1.4*	1.8	3.9	0	-1	-5	-4	2.5	12*
- Cc1ccccc1C(=O)NNC(=O)c1ccc2nc[nH]c2c1
  7	-1.0	-0.9	0.0	4.0	-4	1	-2	-2	-0.3	-0.7

Entries of single compounds as entered above:
Cc1cc(=O)oc2c3c(cc(OCC(=O)NCC(=O)N[C@H](C(=O)O)C(C)C)c12)OC(C)(C)CC3 is listed as sPLA2-III inh = 1; hcDAF12 agonist = 0.8; ssDAF12 agonist = -0.6; DAX1 inh-1 = 0.7; FXN GAA850 act = 1.7; ADAM10 inh = i; PLC-gamma1 inh = i; ADAM17 inh = i; PLC-beta3 inh = i; DAX1 inh-2 = 0.0; hgDAF-12 ag = -0.2
COc1ccccc1N/C=C/c1onc(C)c1[N+](=O)[O-] is listed as sPLA2-III inh = -13; hcDAF12 agonist = 3.8; ssDAF12 agonist = -0.5; DAX1 inh-1 = -2.4; FXN GAA850 act = -6.7; ADAM10 inh = -2; PLC-gamma1 inh = -1; ADAM17 inh = 1; PLC-beta3 inh = 0; DAX1 inh-2 = 2.9; hgDAF-12 ag = 9.4
CCOC(=O)N1CCN(C(=O)c2cn(CCOC)c(=O)c3c2c2ccccc2n3C)CC1 is listed as sPLA2-III inh = -2; hcDAF12 agonist = -1.9; ssDAF12 agonist = -2.0; DAX1 inh-1 = -0.4; FXN GAA850 act = -0.8; ADAM10 inh = -462; PLC-gamma1 inh = -19; ADAM17 inh = -159; PLC-beta3 inh = -27; DAX1 inh-2 = -0.1; hgDAF-12 ag = 0.3

(list continues)
Results follow in this order: sPLA2-III inh	hcDAF12 agonist	ssDAF12 agonist	DAX1 inh-1	FXN GAA850 act	ADAM10 inh	PLC-gamma1 inh	ADAM17 inh	PLC-beta3 inh	DAX1 inh-2	hgDAF-12 ag
- O=C(NC1CCN(C(=O)c2cccs2)CC1)c1ccccc1
  -4	-2.1	-1.0	2.4	-0.3	5	3	-16	-3	-0.5	-0.1
- O=c1ccn([C@@H]2O[C@H](CNCc3cccn3-c3nccs3)[C@@H](O)[C@H]2O)c(=O)[nH]1
  -2	3.5	-1.4	/	/	1	-1	1	2	0.6	3.8
- CCCC(CCC)=NNC(=O)c1ccccc1F
  -1	1.5	0.1	2.8	1.4	-19	-4	-7	-8	2.7	16*
- CC(CN1C(C)CCCC1C)OC(=O)c1cccc(F)c1 (centres undefined)
  2	-2.2	-1.4	0.8	0.2	-2	-2	-5	-2	-0.1	-0.1
- CC1Cc2ccccc2N1C(=O)COc1nc2ccccc2nc1N1CCOCC1 (centres undefined)
  -2	-0.7	-1.1	0.4	-0.6	-6	-1	-3	-1	-0.6	-0.9
- CN1CCN(c2ccc(NC(=O)c3ccc(-c4ccc(Br)cc4)o3)cc2)CC1
  -9	-1.1	-1.6	1.1	0.4	5	-13	1	-22	-1.7	2.8
- C/C(=N\O)C(=O)NCCN1CCCCC1
  4	-0.2	-0.7	-0.7	-1.5	-3	-1	-5	-3	-0.5	-0.7
- CSc1nncn1/N=C/c1ccc2c(c1)OCO2
  8	0.1	-1.3	2.5	-2.7	-33	-4	-12	-8	0.2	-1.5
- COc1ccc2[nH]c(=O)c(CN(Cc3ccc4c(c3)OCO4)C(C)=O)cc2c1
  -1	-0.7	-1.1	0.3	-1.5	-65	-10	-21	-18	-0.3	1.2
- COc1ccc(C(NC(=O)C2CCN(Cc3ccc(Oc4ccccc4)cc3)CC2)c2ccccn2)cc1 (centres undefined)
  -6	-0.5	-1.2	/	-1.4	-5	3	1	-3	0.1	-3.0
- COc1ccc(-c2cnc3c(NC(C)=O)cc(-c4ccc(C(=O)NC5CC5)cc4)cn23)cc1OC
  1	-2.9	-2.0	/	0.0	-32	-76	-9	-95	-1.7	-3.9
- CC1CC(C)CN(S(=O)(=O)CCNC(=O)c2ccccc2)C1 (centres undefined)
  1	-0.2	-1.7	-0.2	0.6	-6	-5	-8	-8	0.1	-0.3
- COc1ccc(NS(=O)(=O)c2cccc(C(=O)NNC(=O)c3ccc(=O)[nH]c3)c2)cc1
  2	1.0	-1.4	0.1	1.4	-7	2	-1	-2	2.2	0.6
- N#C/C(=C1\CCCN1)c1nc2ccccc2c(=O)[nH]1
  -1	-0.3	-1.2	-0.1	-1.3	-2	-3	-2	-2	0.3	-1.4
- CC(Oc1ccc(Cl)cc1Cl)C(=O)Nc1ccc2oc(-c3ccncc3)nc2c1 (centres undefined)
  7	-2.2	-0.8	0.3	-1.0	-30	-23	-2	-20	-0.9	0.4
- Cc1ccc(C(=O)OCC(=O)c2ccc(CC(=O)N3CCOCC3)s2)cc1C
  -67	-0.8	0.0	1.3	0.3	-14	-6	-1	-14	-1.3	-1.6
- Cc1ccc(C2C(C#N)=C(N)N(N(C)C)C3=C2C(=O)CCC3)cc1 (centres undefined)
  0	-1.3	-0.6	0.1	0.9	1	-7	3	-6	0.4	0.3
- COc1ccc(N2CC(C(=O)Nc3cccc(OC(C)C)c3)CC2=O)cc1 (centres undefined)
  -8	1.5	-1.6	1.4	-1.8	-3	1	-4	-8	-0.1	-0.3
- Cc1[nH]c2ccccc2c1C(=O)C(=O)Nc1ccc2c(c1)OCO2
  -3	-0.4	-0.6	-0.8	3.1	4	2	-3	-5	0.3	1.9
- c1ccc(CN2CCOCC2)nc1
  15	-0.3	-1.1	0.9	0.6	-16	-5	-5	-5	-0.6	-1.2
- N#C/C(=C/c1ccc(CNS(=O)(=O)c2ccccc2)o1)C(=O)NCc1ccccc1
  -13	-2.3	-0.8	-0.4	1.2	-8	-3	2	1	-0.5	0.8
- CCC1(C(N)=O)CC2C=CC1C2 (centres undefined)
  10	-0.2	0.6	2.3	0.3	-8	3	3	1	1.1	3.0
- C=C(C)COc1ccc(-c2n[nH]c(C)c2-c2ccc(OC)c(OC)c2)c(O)c1
  -14	-2.1	-1.4	-4.2	-7.6	16	-17	6	-37	-1.8	0.1
- CCCCOc1cccc2c(=O)n(CC(=O)Nc3ccc4c(c3)OCCO4)ccc12
  -2	-1.8	-0.7	/	-2.4	-4	-1	-4	1	-1.6	0.7
- Cc1cc(Br)ccc1NC(=O)CN(C)C(=O)c1cc([N+](=O)[O-])ccc1N1CCOCC1
  2	-0.5	-0.5	-1.6	0.5	6	1	-9	-5	0.3	1.5
- CN1CCN(S(=O)(=O)c2ccc(-c3noc(C4CCN(S(C)(=O)=O)CC4)n3)cc2)CC1
  -2	-1.2	-1.0	-1.2	-2.2	-4	0	-6	-1	-0.5	0.4
- COc1ccc(S(=O)(=O)N(C)CC(=O)NCCC2=CCCCC2)cc1OC
  -4	-1.5	-1.4	-1.1	-1.1	4	2	0	1	-0.5	-1.2
